TNF necrop inh – blocks TNF-alpha induced death of Jurkat FADD-/- cells | Jurkat FADD-/- TNF necroptosis rescue, ATP luminescence, 24 h; 0 = TNF only, 100 = no-TNF cells | activation (protection from cell death), % at 10 µM | 0.068% of 220,000 active | AID 463075;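 active = activation, meaning protection from cell death, of at least 50% relative to plate controls; inactive = activation below 50%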;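 also: necroptosis triggered by 40 ng/mL TNF-alpha added together with compound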
PGE2 EP2 inh – EP2 receptor (human) inhibition; P43116; inhibition, % at 25 µM; C6 glioma cells expressing human EP2, cAMP TR-FRET; cells stimulated with saturating PGE2; 0.52% of 260,000 active;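 active = percent inhibition above 40 after rounding to a whole number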;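 also: rat C6 glioma host cells with rolipram phosphodiesterase inhibitor present; the protocol text gives 20 µM as final concentration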
Target sequence (P43116 whole entry, looked up): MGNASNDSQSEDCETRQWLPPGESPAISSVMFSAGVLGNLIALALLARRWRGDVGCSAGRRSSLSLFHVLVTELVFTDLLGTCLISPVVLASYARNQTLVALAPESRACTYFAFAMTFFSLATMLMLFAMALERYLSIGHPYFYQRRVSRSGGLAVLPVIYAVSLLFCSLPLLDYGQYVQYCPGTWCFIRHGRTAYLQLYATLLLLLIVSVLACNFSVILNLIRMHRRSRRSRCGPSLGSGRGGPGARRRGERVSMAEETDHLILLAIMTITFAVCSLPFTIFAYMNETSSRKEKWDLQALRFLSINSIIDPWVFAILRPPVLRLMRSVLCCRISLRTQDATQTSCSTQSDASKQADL
Wee1 stabilizer – human Wee1 degradation inhibition, primary screen; HeLa Luc-Wee1K328M stability, luciferase luminescence; 100% = proteasome inhibitor MG132 effect; reporter increase, % at 5 µM; 1.2% of 220,000 active; P30291;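 active = activation above the mean of all tested compounds plus 3 SD, set per screening run, cut at about 8.8% in these data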;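 also: cells exposed to compound for 20 h before luminescence read; 0% = DMSO alone and 100% = MG132 at 30 µM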
PPC-1+TRAIL kill – PPC-1 cancer cell killing with TRAIL present. PPC-1 cells + TRAIL, ATPLite viability luminescence. cell killing (% activity), % at 4 µM. 0.41% of 220,000 active. AID 1443;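 active = cell killing above 50% in the first pass at 4 µM, then a duplicate retest at 5 µM averaging 50% or more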;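 also: plate controls were cells with TRAIL plus DMSO for no effect and medium-only wells lacking cells for full effect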
FXIa inh 1536 – factor XIa (human) inhibition; P03951; purified FXIa, Boc-Glu-Ala-Arg-AMC fluorogenic substrate; inhibition, % at 5 µM; 0.14% of 220,000 active; AID 798;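 active = inhibition of at least 40%; inactive = inhibition below 40%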;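 also: fluorescence of freed AMC excited at 355 nm; 0% = enzyme without compound and 100% = no enzyme blank; many of its hits are not listed in these tables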
Target sequence (P03951 19-387 limits assumed): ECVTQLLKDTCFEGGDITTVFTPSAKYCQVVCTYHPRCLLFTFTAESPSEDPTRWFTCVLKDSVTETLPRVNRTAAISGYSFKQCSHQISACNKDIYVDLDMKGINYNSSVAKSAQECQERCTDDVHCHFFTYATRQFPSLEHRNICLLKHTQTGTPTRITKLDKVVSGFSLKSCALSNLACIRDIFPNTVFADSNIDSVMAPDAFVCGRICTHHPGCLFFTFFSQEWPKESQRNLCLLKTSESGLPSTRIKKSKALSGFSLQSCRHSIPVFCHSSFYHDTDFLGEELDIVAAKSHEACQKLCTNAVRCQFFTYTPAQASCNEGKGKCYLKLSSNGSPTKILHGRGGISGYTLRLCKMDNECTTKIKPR
Target sequence (P03951 388-625 limits assumed): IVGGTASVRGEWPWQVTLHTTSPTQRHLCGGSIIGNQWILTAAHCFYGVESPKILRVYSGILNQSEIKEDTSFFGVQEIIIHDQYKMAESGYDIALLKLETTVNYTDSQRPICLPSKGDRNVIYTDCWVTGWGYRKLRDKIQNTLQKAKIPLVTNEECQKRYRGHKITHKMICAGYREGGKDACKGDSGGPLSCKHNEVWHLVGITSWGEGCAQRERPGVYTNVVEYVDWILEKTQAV
FXIIa inh – blocks human coagulation factor XIIa protease activity; 0.3% of 220,000 active; AID 800; purified FXIIa, Boc-QGR-AMC fluorogenic substrate, 2 h; inhibition, % at 5 µM; in the data active = inhibition above about 40%;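 also: 0% = enzyme with no compound and 100% = blank without enzyme; many of its hits are not listed in these tables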
CHOP inhibitor – blocks CHOP induction under ER stress | CHO-K1 CHOP-promoter luciferase, tunicamycin-induced, 15-18 h | inhibition, % at 10 µM | 3.8% of 220,000 active | AID 2732;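 active = compounds that reduced the stress-induced luciferase reporter signal by more than about 70% of percent inhibition, limit read from the data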;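 also: 0% = tunicamycin plus vehicle and 100% = wells without tunicamycin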
L929 necroptosis – blocks zVAD induced death of L929 cells; viability rescue, % at 10 µM; 0.38% of 220,000 active; AID 1377; L929 zVAD necroptosis rescue, ATP luminescence, 24 h; with zVAD 60 µM;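 active = activation, scaled between plate controls, above about 75%, limit read from the data; inactive = activation under that limit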;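 also: 0% = zVAD with DMSO and 100% = DMSO alone without zVAD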
TbHK1 inh – blocks Trypanosoma brucei hexokinase 1 activity | recombinant TbHK1, G6PDH-coupled NADH A340 | inhibition, % at 10 µM | 0.11% of 220,000 active | AID 1430;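 active = inhibition of 50% or more in the single-dose primary screen; inactive = inhibition below 50%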
Starred values were filed as active, the others as inactive; . = not tested or not shown; & = joins results of further samples. The list is partial; rates above refer to the full screens.

SMILES | TNF necrop inh | PGE2 EP2 inh | Wee1 stabilizer | PPC-1+TRAIL kill | FXIa inh 1536 | FXIIa inh | CHOP inhibitor | L929 necroptosis | TbHK1 inh
Cn1c(SCC(=O)NCc2cccs2)nnc1-c1ccco1 | 0.2 | 9 | -3 | -1 | -5 | 0 | 30 | -0.1 | 0
CCn1c(=O)c(C(=O)CN2CCN(S(=O)(=O)c3ccccc3)CC2)c(N)n(Cc2ccccc2)c1=O | -1.0 | 4 | 4 | 7 | -2 | 7 | 29 | -0.9 | -8
CCOC(=O)c1sc2nccc(N(C)C)c2c1N=CNOCc1ccccc1 | 2.2 | 10 | 0 | 10 | -12 | 8 | 75* | -0.1 | -13
CC(C)C(C)NC(=O)COC(=O)c1cccc(C(=O)OCC(=O)NC(C)C(C)C)n1 (stereo not given) | -0.6 | 7 | 9 | -12 | 6 | 12 | -7 | -0.5 | 10
O=C(NC(=S)NCCOCc1ccc(Cl)cc1)c1cccnc1 | -1.0 | 7 | -2 | 25 | -4 | 2 | -23 | -0.6 | 6
O=C(O)c1ccc(Cl)c(S(=O)(=O)NCc2cccnc2)c1 | 0.1 | 5 | -2 | 14 | -3 | 2 | 3 | 1.0 | 3
Cn1c(/C=N/NC(=O)c2ccccc2)nc2ccccc21 | -3.7 | 10 | 2 | 10 | -2 | -2 | -50 | 0.3 | -32
CC(C)(C)OC(=O)N1CCC2(CC1)C(C#N)=C(N)OC1=C2C(=O)CCC1 | 0.4 | 9 | -3 | 1 | -6 | 0 | -2 | 3.3 | 2
CCc1ccccc1NC(=O)CN(C)Cc1nc(N)nc(Nc2ccccc2C)n1 | -3.4 | . | -2 | -11 | 3 | 4 | 18 | -0.2 | -2
Cc1ccnn1CCC(=O)N1CCCC(CCC(=O)NCc2ccccc2F)C1 (stereo not given) | 0.2 | 12 | -1 | -6 | 0 | 7 | 10 | 0.0 | 0
Cc1cc(=O)[nH]c(/N=C(\N)Nc2ccc(SC(F)F)cc2)n1 | 0.4 | 4 | -1 | 4 | -2 | 8 | 7 | 1.9 | -5
COc1ccc(Nc2nc(Cl)nc(NCc3ccco3)n2)cc1 | -3.4 | 11 | 0 | -9 | -16 | 6 | 85* | 0.2 | 3
COc1ccccc1NC(=S)N1CCN(Cc2ccc3c(c2)OCO3)CC1 | 2.4 | 7 | -3 | 15 | 2 | 10 | 30 | 1.4 | 29
CCOC(=O)c1c(CN2CCC(C)CC2)n(C)c2cc(Br)c(OC)cc12 | 5.0 | 9 | -1 | 10 | -2 | 8 | 36 | -0.7 | -3
COc1ccc(N2CCN(Cc3cc(=O)oc4cc(-c5ccccc5)c(O)cc34)CC2)cc1 | -0.4 | 15 | 1 | -13 | 5 | 14 | 23 | 0.0 | 0
Cc1cc(C(=O)COC(=O)c2ccc3c(c2)NC(=O)CS3)c(C)n1CC1CCCO1 (stereo not given) | -5.6 | 15 | 0 | 17 | 0 | 8 | 25 | 68 | -8
O=C(CSc1nnc(SCc2ccc(Cl)cc2)s1)N/N=C/c1ccccc1C(=O)O | -1.3 | 7 | 0 | 32 | 1 | 6 | -2 | -0.4 | 25
Cc1[nH]c2ccccc2c1C(=O)CSC(=S)N1CCN(C)CC1 | 7.6 | 21 | 2 | 17 | -3 | 1 | 3 | 1.8 | -13
O=C(NC1CCCCC1)c1ccccc1NC(=S)NC(=O)C1CC1 | 4.8 | 6 | 2 | 6 | 7 | 18 | 25 | 1.3 | 5
CC(=O)Oc1ccccc1C1C[C@]2(C)CC(=O)NC2N1C(C)=O (stereo not given in full) | 0.2 | 2 | 4 | 8 | -3 | 3 | 7 | 0.2 | -9
CCOc1ccc(S(=O)(=O)Nc2nc3ccccc3nc2N2CCN(C)CC2)cc1 | -3.6 | 17 | -4 | 34 | 4 | 20 | -13 | 0.7 | -20
CCCCN(C(=O)CSc1cc(C)c2ccccc2n1)c1c(N)n(Cc2ccccc2)c(=O)[nH]c1=O | -1.0 | 5 | -2 | 1 | -7 | 12 | 9 | -0.8 | -13
CCOC(=O)C(C(=O)OCC)N(C#N)c1nc(OC)nc(N(C)C)n1 | -1.3 | 10 | -1 | 15 | -1 | 16 | 5 | 0.9 | 23
O=C(Cn1cnc([N+](=O)[O-])n1)N/N=C/c1ccc(O)cc1O | -1.1 | 2 | 5 | 7 | -5 | -1 | 21 | 2.2 | -28
O=C1NCCCC1C(=O)N1CCN(C(=O)c2ccco2)CC1 (stereo not given) | 2.1 | 7 | 1 | -5 | 8 | 13 | -1 | 1.9 | -1
Cc1ccc([N+](=O)[O-])cc1NC(=O)C(C)N1CCCCC1 (stereo not given) | 0.3 | 5 | -5 | -2 | 1 | 10 | -10 | 0.7 | 5
O=c1c2ccccc2nnn1Cc1ccc(Br)cc1 | 3.3 | 3 | -2 | 38 | -5 | 1 | 46 | 0.1 | -4
COc1ccccc1OCc1nc(C#N)c(N2CC(C)CC(C)C2)o1 (stereo not given) | 1.6 | . | -1 | 5 | -6 | 5 | 54 | 0.6 | 9
CCOc1cc(C2C(C(=O)N3CCCCC3)=C(C)NC3=C2C(=O)CCC3)cc(Br)c1O (stereo not given) | -0.8 | -1 | -1 | 14 | 6 | 1 | 33 | -0.4 | -4
C=CCn1c(COc2ccccc2)nnc1SC(C)C(=O)N/N=C/c1cc(Cl)ccc1O (stereo not given) | -14 | 8 | 1 | 15 | 6 | 9 | 97* | 0.8 | -7
COc1ccc(C2C(C#N)=C(N)OC3=C2C(=O)CCC3)cc1OC (stereo not given) | -0.4 | 3 | 0 | 3 | -1 | 7 | 1 | 8.4 | 3
COc1cccc(NC(=O)Nc2nnc(N3CCCCC3C)s2)c1 (stereo not given) | 0.6 | 11 | -2 | 10 | 2 | 10 | 41 | . | 10
COc1ccc(C(=O)NCC(=O)OCC(=O)c2cc(OC)c(OC)c(OC)c2)cc1OC | 1.0 | 6 | -3 | 4 | 0 | 4 | -14 | 0.0 | -2
CCOCCCNC(=S)N1C2CCC1CC(NC(=O)NC1CCCCC1)C2 (stereo not given) | -2.0 | 15 | 0 | 16 | 2 | -1 | 32 | -0.5 | -1
NS(=O)(=O)c1ccc(NC(=S)NCc2ccc3c(c2)OCO3)cc1 | 1.4 | 16 | -3 | -11 | -3 | 8 | -3 | 1.8 | -1
O=C(O)CC(NC(=O)OCc1ccccc1)c1ccc(Br)cc1 (stereo not given) | 0.0 | 13 | -1 | 22 | 6 | 19 | 21 | -1.0 | -6
COc1cccc(-n2nc3c(=S)[nH]nc(C)c3c2C)c1 | -6.4 | . | 0 | 0 | 5 | 18 | 26 | 0.0 | -14
COc1cccc(-c2cc(C(=O)N/N=C/c3ccc(OC)c(COC(C)=O)c3)c3ccccc3n2)c1 | -3.9 | 12 | -2 | 4 | 4 | 6 | 36 | 0.8 | -9
Cc1cc(C)n2ncc(C(=O)NCc3ccc(Cl)cc3)c2n1 | -3.7 | 7&6 | -3 | 1 | 6 | 12 | 13 | 0.2 | -9
CCOC(=O)c1sc2nc(CSc3ccccc3)[nH]c(=O)c2c1C | -3.6 | 8 | 0 | 26 | -4 | 1 | 63 | 4.5 | -4
O=C(Nc1ccccc1F)c1c[nH]c(=O)[nH]c1=O | -0.1 | 2 | -3 | 14 | -5 | 2 | -3 | -0.4 | -6
COc1ccc(NC2(c3ccccc3)OC(=O)c3ccccc32)cc1 (stereo not given) | 0.0 | 7 | 0 | 7 | -6 | 3 | -8 | 0.0 | -1
OCCNCc1ccc(OC2CCCC2)cc1 | -2.1 | 6 | 0 | 16 | -27 | -5 | -15 | -0.2 | -9
NC(=O)COC(=O)c1c2c(nc3ccccc13)CCCCC2 | 1.5 | 5 | 3 | -9 | -2 | 3 | 10 | 4.0 | 0
COC(=O)c1ccc2nc(Nc3nc4ccc(F)cc4s3)sc2c1 | 2.5 | 3 | -4 | 14 | 16 | 10 | 64 | 1.9 | -21

Compound profiles (already shown). Order of screens: TNF necrop inh, PGE2 EP2 inh, Wee1 stabilizer, PPC-1+TRAIL kill, FXIa inh 1536, FXIIa inh, CHOP inhibitor, L929 necroptosis, TbHK1 inh
Results for `COC(=O)c1ccc2nc(Nc3nc4ccc(F)cc4s3)sc2c1` → 2.5, 3, -4, 14, 16, 10, 64, 1.9, -21
Results for `COc1ccc(NC2(c3ccccc3)OC(=O)c3ccccc32)cc1` (stereo not given) → 0.0, 7, 0, 7, -6, 3, -8, 0.0, -1

The results go on:
SMILES | TNF necrop inh | PGE2 EP2 inh | Wee1 stabilizer | PPC-1+TRAIL kill | FXIa inh 1536 | FXIIa inh | CHOP inhibitor | L929 necroptosis | TbHK1 inh
CC(C)Oc1ccc(CC(=O)NNC(=S)Nc2ccccc2)cc1 | 0.1 | 12 | -4 | 7 | 0 | 0 | 16 | 0.4 | 1
c1ccc(OCCCCN2CCOCC2)cc1 | -0.1 | 10 | 0 | -15 | 3 | 19 | 7 | 0.5 | -3
Cc1c(-c2ncn[nH]2)sc(C#N)c1-c1ccccc1 | 0.8 | 13 | -4 | -16 | 1 | -1 | 2 | -0.3 | 2
CCCc1cc(=O)[nH]c(SCC(N)=O)n1 | 0.3 | 9 | 3 | 6 | -11 | -4 | . | 1.1 | 5
COc1cc2c3c(c1OC)C1(C=CC(=O)C=C1)CC3N(C(=O)c1ccccc1)CC2 (stereo not given) | -5.7 | 9 | -1 | 28 | 0 | 6 | -24 | 0.6 | 2
N#Cc1c2n(c(=S)n(-c3ccccc3)c1=O)CCCCC2 | 1.8 | 0 | 0 | 25 | -3 | 3 | 4 | -1.2 | -15
O=C(CCC1CCCCC1)NCc1ccc(F)cc1 | 2.4 | 8 | 1 | 12 | 8 | 9 | 52 | 0.5 | 31
O=C(NCc1ccccc1)Nc1cccn(Cc2c(F)cccc2Cl)c1=O | 12 | 2 | -4 | 6 | -5 | 3 | -16 | 3.5 | -3
COc1ccc(C(=O)NCC(C)C)c(OC)c1 | -2.8 | 7 | -2 | 9 | -2 | 6 | 36 | -1.9 | -8
Cc1cc(C)c2c(n1)nn1c(N3CCN(c4ccccc4C)CC3)cc(C)nc21 | -1.9 | . | -2 | . | . | . | . | 0.1 | -2
CN1C(=O)c2ccccc2C(C(=O)O)C1c1cccc(F)c1 (stereo not given) | -0.4 | 10 | 0 | 3 | 2 | 13 | -1 | 1.0 | 5
COc1cc(/C=C2/SC(=S)N(C)C2=O)ccc1OC(=O)c1ccco1 | -2.9 | 7 | 1 | -16 | 3 | 10 | 27 | 1.0 | -15
COc1ccc(NC(=O)c2nn(C34CC5CC(CC(C5)C3)C4)cc2[N+](=O)[O-])cc1 | 2.2 | 7 | 11* | -3 | 9 | 8 | 22 | 14 | 32
Cn1c(=O)cc(C(=O)N/N=C/c2ccc(F)cc2)[nH]c1=O | 1.8 | 6 | -1 | -6 | -4 | -3 | -1 | 0.2 | -40
C1CCCCCC2(CCCCC1)OCC(CN1CCOCC1)O2 (stereo not given) | -1.2 | 2 | 2 | -6 | 4 | 10 | 50 | 0.9 | -4
CCC(=O)Nc1c2c(nn1-c1ccc(C)cc1C)CSC2 | -0.8 | 9 | 1 | 1 | 6 | 13 | -13 | 0.0 | 24
CN(C(=O)C1CCCO1)c1nnc(-c2ccncc2)s1 (stereo not given) | -2.9 | 12 | -2 | 12 | -2 | 4 | -12 | 0.0 | -17
Cc1n[nH]c(C)c1S(=O)(=O)N1CCCC(C(=O)NC2CCCCC2)C1 (stereo not given) | 0.3 | 2 | -2 | 0 | 2 | 9 | 0 | 1.7 | -1
COc1ccc(C(=O)C2CCCN(Cc3sc(N4CCCC4)nc3Cl)C2)c(OC)c1 (stereo not given) | 1.0 | 4 | -2 | -9 | -7 | -1 | 19 | -1.4 | -1
Fc1ccc(CNC(=S)NC2CCCCCC2)cc1 | -2.0 | 5 | 3 | 5 | -5 | -1 | 5 | -0.6 | 1

Compound activity as filed in PubChem.
